Screening data from PubChem BioAssay.
ABCG2 block – blocks JC-1 efflux by human ABCG2 transporter; Q9UNQ0; IgMXP3 cells, flow cytometry; inhibition, % at 6.6 µM; 190,000 tested, 0.1% active; AID 1325;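 active = inhibition above 80%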;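 note: 0% = DMSO and 100% = nicardipine control wells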
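Read-out basis: Efflux inhibition in percent versus controls | Test system: ABCG2 IgMXP3 and barcoded ABCB1 CCRF-Adr cell mix | Quantity: 3 million cells/mL in well | Schedule: 10 min at 25 °C | Control set: Nicardipine as high control, DMSO as low control | Reagent: JC-1 as fluorescent efflux pump substrate | Signal: Flow cytometry of retained JC-1 fluorescence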
GSH fluor – GSH bead compound fluorescence profile | fluorescence (KMESF) at 10 µM | 190,000 tested, 0.25% active | GSH beads flow cytometry, compound fluorescence 488/530 nm; active compounds read high; in the data active = fluorescence above about 89;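 note: glutathione beads carrying GST-tagged Bcl family fusion proteins plus one bare bead set; values are compound well signal with DMSO vehicle wells as background; inactives centre near 16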
Bcl-B Bim block – inhibitors of Bim-Bcl-B interaction, human | bead-based flow cytometry, Bim peptide-Bcl-B binding | inhibition, % at 10 µM | Q9HD36 | 190,000 tested, 0.073% active;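 note: 0% = tracer peptide without compound and 100% = reference inhibitor peptide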
RGS4-Gao reg – human RGS4-Galphao interaction regulation; AID 1415; Multiplexed bead flow cytometry, RGS4-Galphao binding; actives lie on both sides; 220,000 tested, 0.33% active; P09471; binding response (% of control), % at 10 µM; in the data active = binding response below about 49% or above about 150%; inactive = in between;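 note: fluorescent Galphao activated with aluminum fluoride binding bead-coupled RGS4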
Target sequence (P09471 whole entry, looked up): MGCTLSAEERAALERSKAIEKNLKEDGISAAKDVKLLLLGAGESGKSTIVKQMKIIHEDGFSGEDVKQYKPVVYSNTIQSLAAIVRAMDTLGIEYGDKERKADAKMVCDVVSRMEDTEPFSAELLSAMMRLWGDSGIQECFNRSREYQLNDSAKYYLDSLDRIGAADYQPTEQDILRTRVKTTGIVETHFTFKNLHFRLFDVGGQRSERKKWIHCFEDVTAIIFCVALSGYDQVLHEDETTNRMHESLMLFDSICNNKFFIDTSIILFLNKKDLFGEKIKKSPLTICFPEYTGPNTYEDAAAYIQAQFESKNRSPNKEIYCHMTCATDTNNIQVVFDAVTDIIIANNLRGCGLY
Bfl-1 Bim block – human Bim-Bfl-1 interaction inhibition | Q16548 | Bead-based flow cytometry, Bim-Bfl-1 binding inhibition | inhibition, % at 10 µM | 190,000 tested, 0.12% active | AID 1008;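 note: 0% = wells without compound plus tracer and 100% = blocker peptide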
RGS7-Gao reg – regulators of human RGS7-Galphao interaction. P09471. Multiplexed bead flow cytometry, RGS7-Galphao binding; actives lie on both sides. binding response (% of control), % at 10 µM. 220,000 tested, 0.35% active. AID 1439; in the data active = binding response below about 49% or above about 150%; inconclusive = no clear call, values can overlap the other calls; inactive = in between;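 note: fluorescent Galphao held in activated GDP-AlF4 state binding bead-coupled RGS7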
Bim-Bcl-XL – human Bim-Bcl-XL interaction inhibition; Bim peptide-Bcl-XL binding, bead flow cytometry, fluorescence; inhibition, % at 10 µM; 190,000 tested, 0.04% active; AID 1007
Target sequence (Q07817 whole entry, looked up): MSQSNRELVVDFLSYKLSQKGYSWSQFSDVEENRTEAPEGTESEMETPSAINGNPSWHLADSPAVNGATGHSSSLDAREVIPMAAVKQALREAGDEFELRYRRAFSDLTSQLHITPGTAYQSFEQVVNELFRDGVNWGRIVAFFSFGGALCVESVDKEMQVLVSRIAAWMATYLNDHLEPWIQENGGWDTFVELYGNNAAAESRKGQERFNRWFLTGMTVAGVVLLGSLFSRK
Avidin bead fluor – compound fluoresces at 488/530 nm on avidin beads; compound fluorescence 488/530 nm, flow cytometry; active compounds read high; fluorescence (KMESF) at 10 µM; 220,000 tested, 0.38% active; AID 1775; in the data active = fluorescence above about 47; note: inactives centre near 10
ABCB1 block – blocks JC-1 efflux by human ABCB1 transporter; P08183; CCRF-Adr cells, flow cytometry; inhibition, % at 6.6 µM; 190,000 tested, 0.067% active; AID 1326; in the data active = inhibition above about 40%;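 note: 0% = vehicle and 100% = reference inhibitor; higher value means more JC-1 retained so stronger ABCB1 efflux block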
Bcl-W Bim block – inhibitors of Bim-Bcl-W interaction, human. inhibition, % at 10 µM. 190,000 tested, 0.02% active. bead-based flow cytometry, Bim peptide-Bcl-W binding;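 note: 0% = bound tracer without compound and 100% = peptide blocker; higher means less fluorescent Bim peptide bound to Bcl-W beads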
Bcl-2 Bim block – inhibitors of Bim-Bcl-2 interaction, human | 190,000 tested, 0.06% active | inhibition, % at 10 µM | Bead-based flow cytometry, Bim peptide-Bcl-2 binding | P10415; in the data active = inhibition above about 40%; inconclusive = no clear call, values can overlap the other calls;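 note: 0% = no compound wells with probe peptide and 100% = reference peptide inhibitor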
Target sequence (P10415 whole entry, looked up): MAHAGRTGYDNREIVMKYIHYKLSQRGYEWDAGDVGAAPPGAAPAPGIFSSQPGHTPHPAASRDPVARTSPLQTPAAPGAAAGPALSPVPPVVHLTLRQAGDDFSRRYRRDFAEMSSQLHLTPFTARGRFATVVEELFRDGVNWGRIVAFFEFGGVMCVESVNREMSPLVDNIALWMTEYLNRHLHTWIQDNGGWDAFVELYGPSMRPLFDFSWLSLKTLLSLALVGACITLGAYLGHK
* marks the source's active call; other numbers are inactive results; ? = inconclusive; [ ] = dose if it differs, or a comment. Cut-off read from the data, not from the text of the source, unless noted: active = inhibition above about 40%. Random draw from the library; about 1.3% have a hit in one of these screens.

The opening twelve entries, ahead of the listing:
SMILES	ABCG2 block	GSH fluor	Bcl-B Bim block	RGS4-Gao reg	Bfl-1 Bim block	RGS7-Gao reg	Bim-Bcl-XL	Avidin bead fluor	ABCB1 block	Bcl-W Bim block	Bcl-2 Bim block
CCOCCCn1c(C)nc2c(c1=O)c1nc3ccccc3nc1n2-c1ccc(C)cc1	4	15	-2	99	-1	98	3	19	1.1	2	1
N#C/C(=C\c1cccs1)C(=O)NCC1CCCO1 (stereo unspecified)	0	15	-6	104	-6	100	-2	21	0.1	1	-2
O=S(=O)(Nc1cccc2[nH]ncc12)c1cccs1	2	13	-2	100	-6	100	-3	6	-0.2	-3	-5
CC1CCc2c(nc3nc[nH]n3c2=O)C1 (stereo unspecified)	1	46	-6	105	-12	104	-1	19	0.1	4	-7
CCc1nnc(NC(=O)c2cc(S(=O)(=O)N(CC)CC)ccc2Cl)s1	2	19	-3	95	-5	91	-8	5	0.3	0	-5
C=CCOCCN(C)C1=NS(=O)(=O)c2ccccc21	0	17	-2	98	-4	100	-6	11	0.5	0	0
CCN(CC(=O)NCCc1ccc(Cl)cc1)Cc1nc2ccccc2c(=O)[nH]1	1	11	-3	104	-3	104	2	19	0.0	-2	-2
Cn1c(=O)c2c(ncn2CC(=O)OCC(=O)Nc2ccc(Cl)cc2Cl)n(C)c1=O	0	8	-4	102	0	99	-6	4	0.4	0	0
O=C(COC(=O)c1ccc(S(=O)(=O)N2CCc3ccccc3C2)cc1)NC(=O)NCc1ccco1	2	13	-3	105	-7	99	0	9	0.3	3	-3
O=C1N=C(N2CCOCC2)S/C1=C\c1cccnc1	4	9	-4	98	-4	96	0	9	-0.4	-2	0
CN(C)S(=O)(=O)c1cccc(NC(=O)/C=C/c2ccccc2[N+](=O)[O-])c1	14	15	-4	100	-3	100	-1	11	1.1	0	-2
COC(=O)C1SCC2C(=O)N(Cc3cccc(C)c3)CC(=O)N21 (stereo unspecified)	4	12	-9	105	-12	104	-1	28	0.9	-3	-5

The whole of this part, previewed entries included:
SMILES	ABCG2 block	GSH fluor	Bcl-B Bim block	RGS4-Gao reg	Bfl-1 Bim block	RGS7-Gao reg	Bim-Bcl-XL	Avidin bead fluor	ABCB1 block	Bcl-W Bim block	Bcl-2 Bim block
CCOCCCn1c(C)nc2c(c1=O)c1nc3ccccc3nc1n2-c1ccc(C)cc1	4	15	-2	99	-1	98	3	19	1.1	2	1
N#C/C(=C\c1cccs1)C(=O)NCC1CCCO1 (stereo unspecified)	0	15	-6	104	-6	100	-2	21	0.1	1	-2
O=S(=O)(Nc1cccc2[nH]ncc12)c1cccs1	2	13	-2	100	-6	100	-3	6	-0.2	-3	-5
CC1CCc2c(nc3nc[nH]n3c2=O)C1 (stereo unspecified)	1	46	-6	105	-12	104	-1	19	0.1	4	-7
CCc1nnc(NC(=O)c2cc(S(=O)(=O)N(CC)CC)ccc2Cl)s1	2	19	-3	95	-5	91	-8	5	0.3	0	-5
C=CCOCCN(C)C1=NS(=O)(=O)c2ccccc21	0	17	-2	98	-4	100	-6	11	0.5	0	0
CCN(CC(=O)NCCc1ccc(Cl)cc1)Cc1nc2ccccc2c(=O)[nH]1	1	11	-3	104	-3	104	2	19	0.0	-2	-2
Cn1c(=O)c2c(ncn2CC(=O)OCC(=O)Nc2ccc(Cl)cc2Cl)n(C)c1=O	0	8	-4	102	0	99	-6	4	0.4	0	0
O=C(COC(=O)c1ccc(S(=O)(=O)N2CCc3ccccc3C2)cc1)NC(=O)NCc1ccco1	2	13	-3	105	-7	99	0	9	0.3	3	-3
O=C1N=C(N2CCOCC2)S/C1=C\c1cccnc1	4	9	-4	98	-4	96	0	9	-0.4	-2	0
CN(C)S(=O)(=O)c1cccc(NC(=O)/C=C/c2ccccc2[N+](=O)[O-])c1	14	15	-4	100	-3	100	-1	11	1.1	0	-2
COC(=O)C1SCC2C(=O)N(Cc3cccc(C)c3)CC(=O)N21 (stereo unspecified)	4	12	-9	105	-12	104	-1	28	0.9	-3	-5
CCOc1ccc(OCc2ccc(C(=O)OCc3ccccn3)o2)cc1	87*	25	-9	100	-19	99	-9	38	2.6	-4	-15
CCOC(=O)/C(C(N)=NC)=C(\O)c1ccccc1	0	18	0	102	-2	98	-2	37	0.1	1	1
CC(C)C(NC(=O)c1ccccc1)c1nnc(SCC(=O)Nc2nccs2)n1C (stereo unspecified)	4	11	-3	105	0	104	-3	30	1.0	-2	-4
CC(C)c1ccc(C(O)c2cnc(C(C)C)n2C)cc1 (stereo unspecified)	6	19	-9	101	-13	103	-5	7	0.5	-3	-11
CCCCNC(=O)CSc1nc2cc3c(cc2c(=O)n1CCCC(=O)NCCc1ccc(OC)c(OC)c1)OCO3	11	20	-4	99	-2	91	0	10	0.4	0	-2
CC(=O)c1ncnn1CC(=O)c1ccc(Cl)cc1Cl	1	37	-7	99	-9	97	-10	6	0.5	4	-9
CC1CCCCN1S(=O)(=O)c1ccc(N(C(=O)c2cnccn2)C(C(=O)NC2CCCC2)c2cccs2)cc1 (stereo unspecified)	2	7	1	97	1	99	-1	15	3.1	0	0
CC(/C=C/c1ccco1)=N/NC(=O)c1ccccc1Cl	3	9	-3	100	1	100	-1	11	0.6	0	0
C=CCNC(=O)c1cc(Cl)ccc1[N+](=O)[O-]	1	12	-4	101	-8	98	-2	13	0.2	0	-6
CCCCOC(=O)Cn1c(=O)oc2ccc(C)cc21	2	16	-9	100	14	103	29	10	0.4	16	1
O=C(NNC(=O)C1CCN(S(=O)(=O)c2ccc(Cl)cc2)CC1)c1ccc(Cl)cc1	2	30	-6	102	-2	105	-2	24	0.8	-2	-4
Cc1c(C(=O)O)sc2ncnc(N3CCCCC3C)c12 (stereo unspecified)	2	37	-5	94	-7	91	-7	13	0.5	1	-5
CC(C)(C)Nc1nc(N)nc(Cl)n1	3	11	2	104	-4	108	1	13	0.6	0	-3
COc1ccccc1NS(=O)(=O)c1cc(NC(=O)CNC(=O)c2cc(C)cc(C)c2)ccc1C	3	10	-4	105	-3	101	-8	10	0.1	-3	-5
O=C(O)c1cc2nc(-c3ccccc3)cc(-c3ccccc3)n2n1	-1	9	3	90	0	96	0	12	-0.1	5	0
COc1ccc(S(=O)(=O)N2CCC(C)CC2)cc1Br	3	20	-3	92	-4	95	0	6	0.9	-4	-3
COc1ccc(-c2nnn(CC(=O)N(CC(=O)NCCC(C)C)c3ccccc3)n2)cc1OC	3	24	-2	104	-14	106	0	6	0.5	2	0
COc1ccc(C(c2sc3nc(C)nn3c2O)N2CCC3(CC2)OCCO3)cc1 (stereo unspecified)	8	27	-12	100	-21	100	-13	17	1.2	-10	-18
COC(=O)c1ccc(-n2cncn2)c(F)c1	3	17	-1	99	0	98	-1	15	0.4	1	0
CCOc1ccc(C(=O)O)cn1	3	14	-3	92	3	104	0	9	0.1	0	1
Cc1ccc(C)c(NC2=NS(=O)(=O)c3ccccc32)c1	4	16	-1	94	0	104	0	20	0.1	0	0
c1ccc(-c2nccc(-c3ccc4c(c3)OCO4)n2)cc1	16	14	-2	104	-5	?	0	11	0.8	1	-6
O=C(Cc1ccccc1)Nc1ccc(-c2nnc(-c3ccco3)o2)cc1	13	21	-4	98	-1	96	-5	32	0.4	-4	-3
COc1ccccc1NC(=O)Cn1cnc2c(nnn2-c2ccc(C)cc2)c1=O	5	10	-5	104	-5	154*[activator]	0	33	-0.1	-4	-4
O=C1c2cccnc2C(O)N1Cc1ccc(F)cc1 (stereo unspecified)	1	63	-2	102	-1	101	-4	8	0.6	-3	0
O=C(NC1CCN(C(=S)NCCc2ccccc2)CC1)C1CC1	-1	11	-9	98	-1	99	-5	18	-0.7	-4	-2
CC(C)(C)C(=O)Nc1c2c(nc3c1CCC3)CCCC2	1	5	0	99	-8	102	0	7	0.4	4	-3
O=C(Nc1ccc(NC(=O)c2cccs2)cc1)c1cccnc1	0	10	0	105	-4	?	-2	9	-0.1	-1	1
CCOC(=O)c1cc2c(ccn2C)n1Cc1ccc(Cl)cc1	20	14	4	98	6	97	1	10	2.6	1	3
Cc1cc(NCCCn2ccnc2)n2ncc(-c3ccccc3)c2n1	9	28	-1	96	0	94	-2	5	1.1	0	-5
N#Cc1c(-c2ccccc2)c(-c2ccccc2)nn(CC(=O)NNC(=O)Nc2ccccc2)c1=O	0	6	-1	97	1	100	-3	11	0.1	0	0
C=CCNC(=O)C(=O)NCC1CCCN1CC (stereo unspecified)	1	13	-9	100	-7	97	-2	11	0.4	-7	-6
CCN1CC(CNCc2cn(-c3ccc(OC)cc3)nc2-c2ccccc2Cl)CC1=O (stereo unspecified)	4	16	-12	48*	-5	39*	-3	2	1.4	-3	-1
CS(=O)(=O)c1ccc(C(=O)OCc2nnc(-c3ccccc3)o2)cc1[N+](=O)[O-]	13	64	0	99	4	99	0	10	2.0	0	-3
CCn1c(C)nc2cc(S(=O)(=O)C(F)(F)C(F)C(F)(F)F)ccc21 (stereo unspecified)	4	11	0	96	-2	98	-1	24	0.9	-1	-3
CNC(=O)c1ccc(Oc2ccc(C(=O)NC)cc2)cc1	0	10	-8	96	-11	95	-7	10	-0.3	2	-6
Cc1c(NC(=O)CN2CCN(c3cccc(Cl)c3)CC2)c(=O)n(-c2ccccc2)n1C	0	14	0	103	-3	101	-3	8	0.1	-1	0
Cc1ccc(NC(=O)CN2C(=O)C(C)Oc3ccccc32)nc1 (stereo unspecified)	0	45	-6	103	-13	99	-5	6	0.2	0	-8
COc1ccc2c(CC(=O)N3CCN(S(=O)(=O)c4cccs4)CC3)coc2c1	1	31	-3	103	1	102	1	14	0.1	0	-4
Cc1ccc(Cl)cc1N1CCN(C(=O)CN(c2ccccc2)S(=O)(=O)N(C)C)CC1	4	17	-2	98	-3	96	-2	8	0.9	0	-4
Cc1n[nH]c(C)c1CCN(C)Cc1cn(C)nc1-c1ccccc1F	0	49	-6	100	-12	101	-8	9	0.1	-4	-6
CC1(C)Oc2ccc(NC(=O)c3ccco3)cc2O1	4	15	-4	99	-3	97	-4	11	0.5	-4	-4
CCOc1ccc(Oc2ccc(S(=O)(=O)N3CCOCC3)cc2N)cc1	-2	19	-5	101	-9	?	0	10	0.1	-4	-5
O=C(NNc1nc(-c2ccccc2)cs1)c1ccccc1	1	14	-11	102	-10	99	-7	8	0.3	1	-8
Cc1nc2ccccc2n1CCC(=O)Nc1cccc(F)c1	5	15	-6	98	-11	100	-6	12	0.6	0	-8
